NCOA3 inh: inhibits human SRC3 coactivator; Q9Y6Q9; HEK293 GAL4-SRC3 luciferase reporter, luminescence; inhibition, % at 3.6 µM; actives 0.17% (n = 360,000); AID 588352;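 active = inhibition above a per-campaign cutoff, the mean of all compounds plus 3 SD, cut at about 60% in these data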;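 also: 0% = DMSO-treated cells and 100% = gossypol-treated cells at 36 µM; higher means less SRC3-driven luciferase light from the GAL4 reporter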
Exocytosis inh: lytic granule exocytosis inhibition. TALL-104 LAMP-1 surface exposure, flow cytometry; cells stimulated with thapsigargin and PMA. actives 0.66% (n = 360,000). inhibition, % at 10 µM. AID 651702;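 active = inhibition above about 55%, limit read from the data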
TROY signal inh: blocks TROY-dependent signaling in reporter cells; Q293 LMP1-TROYcd NF-kB luciferase reporter, 4 h; inhibition, % at 10 µM; actives 0.98% (n = 360,000); AID 1347056;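 active = compounds whose plate-normalised and pattern-corrected inhibition of the luciferase reporter signal at the single screening dose is 50% or more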
ABHD5 PLIN5 PPI: ABHD5-PLIN5 protein interaction inhibition; Q00G26+Q8WTS1; inhibition, % at 4 µM; Split G. princeps luciferase complementation, luminescence, 4 h; actives 0.78% (n = 360,000);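 active = inhibition above the mean inhibition across every tested compound plus 3 SD, cut at about 22% in these data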;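 also: 0% = DMSO only wells and the 100% control is not disclosed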
TWEAK-Fn14 inh: inhibitors of TWEAK-Fn14 interaction signaling; TWEAK-stimulated Fn14 reporter cells, luciferase luminescence, 8 h; inhibition, % at 10 µM; actives 2% (n = 360,000); AID 1159606; in the data active = inhibition above about 50%
NR2F2 inh: inhibitors of human COUP-TFII (NR2F2); AID 686940; actives 0.7% (n = 370,000); inhibition, % at 8.6 µM; HEK293T NGFI-A luciferase reporter, luminescence;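 active = inhibition above a per-plate cutoff, mean inhibition of test wells between control levels plus 3 SD, cut at about 38% in these data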;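 also: cells cotransfected with COUP-TFII expression vector driving the NGFI-A reporter; 0% = median of COUP-TF2 test wells and 100% = reporter-only cells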
NCOA1 inh: human NCOA1 inhibition; Q15788; HEK293 GAL4-SRC1 luciferase reporter, luminescence; inhibition, % at 3.6 µM; actives 0.12% (n = 360,000);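 active = inhibition above the campaign mean plus 3 SD, with each screening campaign given its own cutoff, cut at about 60% in these data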;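 also: 0% = DMSO treated cells and 100% = gossypol at 36 µM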
Target sequence (Q15788 whole entry, looked up, the tested form may be a part): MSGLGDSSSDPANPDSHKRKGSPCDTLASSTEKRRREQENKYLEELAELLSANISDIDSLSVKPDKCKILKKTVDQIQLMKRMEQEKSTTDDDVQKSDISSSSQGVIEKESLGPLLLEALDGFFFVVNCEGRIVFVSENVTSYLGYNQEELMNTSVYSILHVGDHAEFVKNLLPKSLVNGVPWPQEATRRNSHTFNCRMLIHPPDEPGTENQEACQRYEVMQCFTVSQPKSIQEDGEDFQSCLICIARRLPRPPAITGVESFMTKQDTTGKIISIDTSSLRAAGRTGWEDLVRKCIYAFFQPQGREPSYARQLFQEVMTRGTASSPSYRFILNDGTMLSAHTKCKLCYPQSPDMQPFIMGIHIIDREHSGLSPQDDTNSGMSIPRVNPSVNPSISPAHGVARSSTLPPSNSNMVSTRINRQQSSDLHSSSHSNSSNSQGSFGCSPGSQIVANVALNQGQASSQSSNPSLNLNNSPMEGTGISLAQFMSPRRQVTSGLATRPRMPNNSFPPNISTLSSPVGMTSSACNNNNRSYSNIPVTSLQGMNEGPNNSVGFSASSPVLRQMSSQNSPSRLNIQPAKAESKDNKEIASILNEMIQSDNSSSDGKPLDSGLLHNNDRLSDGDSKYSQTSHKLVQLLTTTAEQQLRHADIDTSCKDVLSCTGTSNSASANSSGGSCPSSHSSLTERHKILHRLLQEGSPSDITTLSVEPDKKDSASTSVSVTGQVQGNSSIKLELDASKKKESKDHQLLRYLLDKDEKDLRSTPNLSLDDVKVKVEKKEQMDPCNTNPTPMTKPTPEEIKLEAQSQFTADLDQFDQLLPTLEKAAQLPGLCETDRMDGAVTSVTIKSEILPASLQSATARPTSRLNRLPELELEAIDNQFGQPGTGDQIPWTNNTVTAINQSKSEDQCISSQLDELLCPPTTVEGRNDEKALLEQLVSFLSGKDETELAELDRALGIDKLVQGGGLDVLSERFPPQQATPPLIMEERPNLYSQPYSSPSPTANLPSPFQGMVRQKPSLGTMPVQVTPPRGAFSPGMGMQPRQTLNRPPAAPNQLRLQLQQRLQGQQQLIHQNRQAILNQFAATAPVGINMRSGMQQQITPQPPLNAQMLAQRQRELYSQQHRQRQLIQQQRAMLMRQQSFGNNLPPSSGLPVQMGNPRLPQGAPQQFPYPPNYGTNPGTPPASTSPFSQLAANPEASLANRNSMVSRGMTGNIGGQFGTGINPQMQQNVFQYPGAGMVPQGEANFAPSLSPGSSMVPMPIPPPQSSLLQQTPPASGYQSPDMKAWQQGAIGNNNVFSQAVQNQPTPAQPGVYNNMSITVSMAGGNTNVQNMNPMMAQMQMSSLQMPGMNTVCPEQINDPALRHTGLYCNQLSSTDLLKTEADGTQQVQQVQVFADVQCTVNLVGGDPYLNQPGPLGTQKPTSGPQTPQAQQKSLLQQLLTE
SRC2 inh: human SRC2 (NCOA2) inhibition. Q15596. AID 651957. actives 0.17% (n = 370,000). inhibition, % at 9 µM. HEK293 GAL4-SRC2 luciferase reporter, luminescence;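 active = inhibition above the mean inhibition of all tested compounds plus 3 SD, set per campaign, cut at about 52% in these data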;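 also: 0% = DMSO treated cells and 100% = cells given Gossypol at 36 µM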
NOD2 RIPK2 PPI: inhibitors of human NOD2-RIPK2 interaction; inhibition, % at 4.98 µM; actives 0.38% (n = 360,000); CHO BLA complementation NOD2-RIPK2, CCF4 ratio; O43353; in the data active = inhibition above about 21%;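 also: 0% = vehicle only and 100% = reference blocker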
NR5A2 inv ag: NR5A2 inverse agonism in reporter assay | HEK293T StAR-luciferase reporter, LRH-1 transfected, 24 h | inhibition, % at 3.6 µM | actives 0.13% (n = 360,000) | O00482;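 active = inhibition above the mean inhibition of all tested compounds plus 3 SD, cut at about 73% in these data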;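 also: 0% = DMSO wells and 100% = reporter-only cells lacking LRH-1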
TLR9-MyD88 block: blocks human TLR9 binding to MyD88; AID 504734; CHO BLA complementation TLR9-MyD88, CCF4 FRET ratio; inhibition, % at 4.98 µM; Q9NR96+Q99836; actives 0.21% (n = 340,000);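 active = inhibition above the mean over all tested compounds plus 3 SD, cut at about 21% in these data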;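 also: 0% = DMSO only wells and 100% = clavulanate BLA inhibitor control wells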
* = called active by the depositor; x = not tested or not shown; & = joins results of further samples. These rows are one share of the data; count on the stated rates, not on these rows.

SMILES	NCOA3 inh	Exocytosis inh	TROY signal inh	ABHD5 PLIN5 PPI	TWEAK-Fn14 inh	NR2F2 inh	NCOA1 inh	SRC2 inh	NOD2 RIPK2 PPI	NR5A2 inv ag	TLR9-MyD88 block
COc1ccc(C#Cc2cccc(-c3nc(C(=O)NCc4ccc(Oc5ccccc5)cc4)cc4c3[C@@H](CCO)N(S(=O)C(C)(C)C)C4)c2)cc1OC (stereo not given in full)	-19	12	6	11	-12	11	-44	-4	-4	16	x
COc1ccc(OC)c(N2C(=O)c3cccnc3C2=O)c1	-7	-2	1	-4	4	-5	-47	2	-10	8	-5
Cc1ccc(/C(N)=N/OC(=O)CN(C)S(=O)(=O)c2ccc(C)cc2)cc1	-4	-3	27	-12	4	-9	-4	0	-1	8	-1
Cc1ccc(OCCN(C)C(=O)c2cc(COc3ccc(F)cc3F)on2)cc1	9	5	-38	2	-13	2	-36	-5	-20	-25	2
CC1CC(=O)Nc2ccccc2N1C(=O)COc1cc(Cl)ccc1Cl (stereo not given)	8	-2	-26	3	6	-8	-20	7	-3	19	2
c1csc(-c2cn3ccc4ccccc4c3n2)c1	-122	2	-29	-1	-14	-68	-98	-84	-1	-103	-8
O=C(Nc1ccccc1Cl)c1cc(C2CCCN(C(=O)c3cccc(O)c3)C2)on1 (stereo not given)	-15	-8	4	-1	-10	2	-3	-18	-2	-18	x
Cc1oc(-c2ccc(F)cc2)nc1CN(Cc1ccccn1)CC1CCCO1 (stereo not given)	3	6	-7	5	-2	25	-2	-25	9	13	7
O=C(COC(=O)C1=COCCO1)Nc1ccc(F)c(F)c1	-6	2	-28	-6	-8	-4	14	-19	-3	2	6
COC(=O)[C@@]12C[C@@H](CC(=O)N3CCSCC3)C(=O)N(Cc3cccc4ccccc34)C1=CCC(C)(C)C2	x	11	x	5	x	0	x	15	-4	16	x
S=C(Cc1cccnc1)N1CCOCC1	4	-6	0	-7	12	x	12	x	-9	-20	-21
CCC(CC)c1nnc(NC(=O)c2nn(C)c(=O)c3ccccc23)s1	12	-1	-26	2	-3	x	-66	x	-2	2	-56
COc1cccc(NC(=O)N2CCC(C(=O)Nc3ccc(C)cc3C)CC2)c1	8	11	-5	5	17	13	-6	0	-10	16	-5
Cc1ccc(C(=O)NC(=S)Nc2ccccc2C)cc1	-57	-2	-5	-6	-7	-22	-80	-64	-15	-80	-3
CCOc1ccc(NS(=O)(=O)c2ccc3[nH]cc(C(=O)N(CC)CC)c(=O)c3c2)cc1	-8	1	-2	5	2	8	-10	-18	-13	13	9
CCCN(Cc1nnc(-c2cccs2)o1)C(=O)CN1C(=O)NC2(CCC(C)CC2)C1=O (stereo not given)	4	1	1	-4	9	6	0	4	-3	-15	3
Cc1ccc(OCC(=O)N2CCC3(CC2)CC(=O)c2ccccc2O3)cc1	17	-6	2	-1	-11	9	-10	-10	-8	2	-13
Cc1ccc(C(=O)OCC(=O)Nc2ccccc2)cc1S(=O)(=O)N1CCCCC1	8	0	17	1	4	19	-5	19	-8	2	0
S=c1[nH]c2cc(Cl)ccc2s1	-13	-3	-3	-5	4	-12	4	7	10	-13	1
CCCC(=O)Nc1ncnc2c1ncn2[C@@H]1O[C@@H]2COP(=O)(O)O[C@H]2[C@H]1OC(=O)CCC	-33&-2	-3&4	3&-8	0&-6	10&-22	15&-4	0&-19	-17&9	-2&-7	-23&-13	-1&1
COc1cccc(NC(=O)C23CCC(C)(C(=O)O2)C3(C)C)c1 (stereo not given)	-4	0	-12	3	9	-18	-17	-8	-4	-4	1
CCOc1cc2c(C#N)c(N(CC)CC)nc(N)c2c(N)n1	-2	4	8	-19	12	4	4	2	-8	-14	-6
COC(=O)C1=C(C)Nc2nc3ccccc3n2C1c1cc(OC)c(OC)c(OC)c1 (stereo not given)	2	-10	-2	6	-7	-27	8	-33	-3	7	x
O=C(COc1ccc(Cl)cc1)NCc1nnc(SCC(=O)N2CCCCC2)o1	22	-4	1	-2	3	4	-5	-3	-3	1	-2
O/N=C/c1cc2ccccc2n1Cc1ccccc1F	-13	3	14	-1	-23	-3	-18	-18	2	-13	-7

(listing goes on)
SMILES	NCOA3 inh	Exocytosis inh	TROY signal inh	ABHD5 PLIN5 PPI	TWEAK-Fn14 inh	NR2F2 inh	NCOA1 inh	SRC2 inh	NOD2 RIPK2 PPI	NR5A2 inv ag	TLR9-MyD88 block
Cc1onc(-c2c(Cl)cccc2Cl)c1C(=O)N1CCN(c2ncccn2)CC1	9	-2	2	2	0	17	-7	-8	-2	-8	5
COc1cccc(S(=O)(=O)NCc2ccc(C(=O)NCc3ccco3)cc2)c1	7	-2	26	14	-11	-9	-12	12	-7	3	0
CN(C(=O)COc1ccccc1)c1nnc(-c2cccnc2)s1	1	3	16	1	-17	-13	-2	-2	7	-1	5
S=C(NCc1cccs1)Nc1ccc(Br)cc1Cl	-21	2	-21	-9	21	7	-6	7	-9	-72	3
Cc1ccc(-c2nc3cccnc3o2)cc1NC(=O)COc1ccc(C(C)(C)C)cc1	5	-1	55*	-3	59*	4	-24	-5	5	13	-12
COc1cc2c(c(OC)c1OC)C(=O)C(=Cc1ccccc1)O2	-38	3	-6	11	-18	-16	-18	-23	-8	-31	-4
O=C(NC(Cc1ccccc1)C(=O)O)/C(=C\c1ccc([N+](=O)[O-])cc1)NC(=O)c1ccco1 (stereo not given)	13	-5	-14	0	3	-9	8	-5	2	22	-2
Cc1ccc(-n2c(SCC(=O)N3CCOCC3)nc(O)c(Cc3ccccc3)c2=O)cc1	0	-2	-8	4	2	-6	-8	-10	-1	1	2
O=C(NCc1ccc2c(c1)CCO2)Nc1ccccc1	-38	-2	-59	0	-26	-52	-68	-52	-5	-70	-7
Cc1cccc(N2CCN(C(=O)c3ccc(Cl)c(S(=O)(=O)N4CCc5ccccc5C4)c3)CC2)c1C	20	-4	21	1	5	0	13	10	3	-6	-4
CN1CCN(S(=O)(=O)c2cccc(C(=O)NCc3ccc(Cl)cc3)c2)CC1	17	2	1	-3	7	2	-1	-12	6	-7	-4
COc1ccc2cc(C(=O)C3CCCN(C(=O)c4cccnc4)C3)ccc2c1 (stereo not given)	18	9	-16	-6	-22	13	-2	7	0	8	5
Nc1cccc(S(=O)(=O)Nc2ccc(Br)cc2)c1	11	-2	5	11	10	-9	15	6	4	-11	-2
Fc1ccc2nncc(SCc3ccccc3Cl)c2c1	-25	-2	-35	-10	-8	-7	6	12	2	-47	3
COC(=O)C1=C(C)NC(=O)CC1c1ccccc1F (stereo not given)	8	6	1	1	14	2	-16	14	-8	7	3
CN(C)/C=C1\Oc2ccc3ccccc3c2C1=O	-70	-5	18	-5	14	-20	-81	-26	0	4	-5
O=C(c1ccc(Cl)nc1)N1CCN(S(=O)(=O)c2ccc(Cl)cc2)CC1	16	-1	-4	1	-4	4	2	8	9	3	11
Cc1ccc(C(=O)NC(=S)NNC(=O)CC#N)cc1	-9	0	-25	-4	-6	-11	-40	-21	-11	-15	7
COc1ccccc1-c1cc(C(=O)Nc2cc(C)n(Cc3ccc(Cl)cc3)n2)no1	12	1	28	-3	-29	-4	-20	5	3	4	-7
O=C(O/N=C1/CCCc2occc21)c1ccccc1	17	-6	-58	-1	-39	14	7	-46	3	-10	9
O=C1c2cccc3cccc(c23)C(=O)N1c1nncs1	9	-3	5	1	-21	8	8	-8	-6	-15	-7
Cc1ccc(NC(=S)NC2CC3CCCC(C2)N3Cc2ccco2)cc1 (stereo not given)	-19	-1	-9	3	4	-9	-9	11	-10	5	-1
COC(C(=O)NNC(=O)CCc1ccccc1)c1ccccc1 (stereo not given)	-1	-1	4	-2	-9	6	-13	-11	-15	-13	-3
Cc1cccc(NC(=O)COC(=O)c2cccc3c2C(=O)c2ccccc2C3=O)c1C	2	4	4	-2	7	1	-6	5	-10	8	-22
Cc1ccsc1/C=N/NC(=O)CNC(=O)c1ccco1	9	0	-18	-2	-5	-2	7	1	4	10	0

Later entries.
SMILES	NCOA3 inh	Exocytosis inh	TROY signal inh	ABHD5 PLIN5 PPI	TWEAK-Fn14 inh	NR2F2 inh	NCOA1 inh	SRC2 inh	NOD2 RIPK2 PPI	NR5A2 inv ag	TLR9-MyD88 block
CCNC(=S)N1CCc2cc(OC)c(OC)cc2C1COc1ccc(F)cc1 (stereo not given)	24	-5	11	1	0	18	10	6	-8	-2	-1
Cc1ccc(-c2cc(C(=O)Nc3cccnc3)c3ccccc3n2)o1	11	82*	-21	22	1	-1	12	2	-1	13	7
CCCN1CCN(C(=O)c2cc3c(s2)-c2ccccc2OC3)CC1	-56	-4	-1	5	5	-29	-80	-36	-1	-72	-11
CCN1CCN(c2c(Cl)cccc2NC(=O)c2ccc3nsnc3c2)CC1	18	6	0	9	-16	-9	6	-14	3	14	-1
O=CN1CCN(c2ncnc3c2nnn3Cc2c(F)cccc2Cl)CC1	-8	15	-21	5	-2	-11	-1	-4	-1	7	0
NC(=O)c1ccc(NC(=O)COC(=O)c2cc3ccccc3cc2O)cc1	-5	15	-22	-15	-30	0	5	-20	-18	-8	1
COc1ccc(CNc2cccc3[nH]c(C(F)(F)F)nc23)cc1OC	-8	8	13	-2	-9	-7	-2	-28	9	-4	1
Cc1c(NC(=O)Cc2cccs2)cccc1[N+](=O)[O-]	-7	-1	3	-1	-18	16	-6	14	-6	0	6
CC(C)c1ccc(NC(=S)N2CCN(Cc3ccccc3)CC2)cc1	-19	0	-44	-1	-8	-3	-23	-9	4	5	7
CC(C)NC(=O)Cn1cnc2c(cnn2-c2ccc(F)cc2)c1=O	6	4	13	5	-2	-1	5	-5	-3	0	-2
COc1ccc(NC(=O)CN(C)C(=O)c2ccc(N3CCCCCC3)c([N+](=O)[O-])c2)cc1	11	4	-4	7	-2	13	-7	5	-3	6	7
Clc1cc(Cl)cc(C2=NC(Cc3ccccc3)CO2)c1 (stereo not given)	19	-11	-28	-4	-13	10	8	-11	-4	18	-8
CC(=O)N1CCc2cc(S(=O)(=O)NC(C(=O)Nc3nc(C)cs3)C(C)C)ccc21 (stereo not given)	2	0	-2	-3	1	5	-6	-14	1	5	-1
N=C1/C(=C/c2ccc(Br)o2)C(=O)N=C2SC(CC(=O)N3CCCC3)=NN12	22	-4	-8	3	0	-4	1	-5	3	-41	2
Cc1ccc(-n2nnnc2SCC(=O)c2c(N)n(CC(C)C)c(=O)n(C)c2=O)cc1	12	3	-8	2	-7	5	-3	20	-5	11	-7
CCCc1cc(=S)n2c([nH]c3ccccc32)c1C#N	7	7	26	2	-9	5	7	3	-5	6	2
OC(CSc1ccccc1)CN1CCN(c2cccc(Cl)c2)CC1 (stereo not given)	-12	0	10	-5	21	11	-13	-13	-3	16	-5
Cc1ncc(CN=Cc2ccc(Cl)cc2)c(N)n1	4	0	-1	7	12	17	7	-22	0	-8	-6
COc1ccc(-c2c(-c3ccccc3OC)sc3ccccc23)cc1C=O	-19	15	-32	2	-3	-20	-13	-8	-2	-8	9
Cn1c(=NC(=O)c2ccc(S(=O)(=O)N3CCCc4ccccc43)cc2)sc2cc(S(C)(=O)=O)ccc21	-2	-3	2	0	-13	5	11	-13	3	8	-6
CCNC(=S)NNC(=O)c1cccn(Cc2ccc(Cl)cc2Cl)c1=O	20	-1	-9	-4	-9	-1	17	5	9	-18	-5

Source: PubChem (several laboratories)
